# AID inh = blocks human AID cytidine deaminase activity | Q9GZX7 | AID deamination FRET fluorescence, UDG-coupled, 4 h | Potency, µM (top dose mostly 115 µM), for inactives: at the top dose activity change, negative = inhibition, usual class: inhibitors | hit rate 0.32% among 91,000 | AID 1347428; also: nearly all actives have a fitted effect of over 25% in size
# Target sequence (Q9GZX7 whole entry, looked up): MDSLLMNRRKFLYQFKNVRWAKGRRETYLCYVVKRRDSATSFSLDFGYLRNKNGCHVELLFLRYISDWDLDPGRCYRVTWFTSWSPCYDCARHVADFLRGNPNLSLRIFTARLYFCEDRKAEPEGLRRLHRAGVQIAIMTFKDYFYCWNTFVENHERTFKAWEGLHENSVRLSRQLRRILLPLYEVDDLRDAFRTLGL
# UDG counterscr = counter-screen for AID inhibitors: uracil-DNA glycosylase inhibition; FRET deamination/UDG coupled assay, UDG read, 4 h; Potency, µM (top dose mostly 115 µM), without a hit: at the top dose activity change, negative = inhibition, actives largely listed as inhibitors; hit rate 0.14% among 91,000; AID 1347430; also: nearly all actives have a fitted effect of over 65% in size
# Active calls of the source: *; ? = inconclusive; [ ] = another dose, or the depositor's remark. Calls follow the shape of the dose curve; as a rule, active = well fitted curve in the direction sought with a large enough effect; inconclusive = small, poorly fitted or top-dose-only effect, or another doubt; inactive = no such curve, though single readings can be large; an effect the other way counts as inactive or inconclusive. % is scaled to controls: 0 for no effect and ±100 for the full control effect; potency is read from the fitted curve at half-maximal effect.
canonical_smiles	UDG counterscr	AID inh
COc1ccc2c(c1)c1c(c(=O)n(-c3cc(Cl)ccc3C)c(=O)n1CC(=O)N1CCCC1)n2C	14%	18%
COC(=O)c1cccc(OS(=O)(=O)c2ccc3oc(=O)ccc3c2)c1	-9%	-17%
COc1ccc(Cl)cc1-n1nnc(-c2nc(-c3cc(OC)c(OC)c(OC)c3)no2)c1C	2%	8%
COc1ccc(-c2nc(C)c(CCNC(=O)c3ccco3)s2)cc1	-12%	?
O=C(CSc1nccn1Cc1ccccc1)Nc1ccc2c(c1)OCCO2	-1%	1%
CN(C)CCNC(=O)c1ccc2nc(CCc3ccccc3)oc2c1	-15%	-25%
COc1cccc(OCCCOc2ccc(Cl)cc2/C=N/NC(N)=O)c1	-8%	-3%
O=C(CSCc1ccccc1Cl)NCc1ccc(Cl)c(Cl)c1	-5%[57.5 µM]	-1%
Cc1ccc(OCC(=O)Nc2ccc3nn(-c4ccc(Cl)cc4)nc3c2)cc1	-8%	65%[activator]
CCOC(=O)c1cnc(SCC(=O)Nc2ccc(Br)cc2C)nc1N	-7%	-1%
CC(=O)Nc1ccc(NC(=O)CSc2nnc3c4cc(Br)ccc4n(C)c3n2)cc1	-4%	17%
Clc1cc(CSc2nnnn2-c2ccccc2)cc2c1OCCCO2	-9%	-23%
CC(C)c1ccc(NC(=O)c2cc(S(=O)(=O)N(C)C3CCCCC3)ccc2F)cc1	-2%	-26%
CC(CNC(=O)Cc1n[nH]c(=O)c2ccccc12)N1CCOCC1 (configuration not stated)	-7%	-2%
Cc1cccc(C)c1NC(=O)CN(Cc1ccc(Br)cc1)S(=O)(=O)c1ccccc1	-9%[57.5 µM]	16%[57.5 µM]
Cc1nn2c(C(F)F)cc(-c3ccccc3)nc2c1Br	-1%	-4%
O=S(=O)(NCC1CC1)c1ccc2ccccc2c1	5%	6%
CC1CCc2onc(C(=O)N3CCN(c4ccccc4)CC3)c2C1 (configuration not stated)	1%	-6%
CN(CCOC(=O)c1cc(Cl)ccc1Cl)C(C)(C)C	0%	-6%
CCc1noc(-c2ccc(N(C)Cc3ccc(OC)cc3)c([N+](=O)[O-])c2)n1	-28%	?
COc1cc(SC)ccc1C(=O)N1CC(C)CC(C)C1 (configuration not stated)	3%	3%
Cc1cccc(C(=O)Nc2c(NCC3CCCCC3)c3ccccc3oc2=O)c1	-2%	2%
Cc1ccc(-c2nnc(SCc3ccccc3)o2)cc1	-3%	?
O=C(CCS(=O)(=O)c1ccccc1)N(Cc1cccnc1)c1nc2c(Cl)cccc2s1	-3%	9%
CC(Nc1nccc(C(F)(F)F)n1)c1cccc([N+](=O)[O-])c1 (configuration not stated)	-15%	-15%
O=C(Nc1ccc(N2CCOCC2)cc1)c1ccc2c(c1)S(=O)(=O)c1ccccc1C2=O	-6%	0%
CC(C)c1noc(-c2ccccc2OCC(=O)Nc2ccccc2[N+](=O)[O-])n1	6%	0%
COc1cccc2c1cc1c(=O)n(CC(=O)N3CCN(c4cccc(C)c4)C(C)C3)nc(C)n12 (configuration not stated)	7%	3%
COC(=O)NCc1ccc(OC)c(OC)c1	0%	0%
O=C(Nc1ccccc1F)c1nc(SCc2ccccc2F)ncc1Cl	11%	-10%
COc1cccc2cc(C(=O)NCCc3c(C)[nH]c4ccc(Br)cc34)c(=O)oc12	-6%	-24%
Nc1c(C(=O)Nc2c(Cl)cccc2Cl)sc2nc(-c3cccnc3)ccc12	-3%	-2%
CCSC1=NC2(CCN(C(=O)NC3CCCCC3)CC2)N=C1c1ccc(C)cc1	6%[57.5 µM]	-1%[57.5 µM]
CCc1ccccc1N(C)C(=O)c1sc2nc3n(c(=O)c2c1C)CCCCC3	4%	?
O=S(=O)(c1ccccc1)c1nc(-c2cccs2)oc1SCc1ccccc1Cl	-9%	-15%
Cc1ccc(/C=N/Nc2ccc(Cl)c(Cl)c2)c(C)c1	-15%	-9%
COCc1cc(C)nc2c1C(=O)NC(c1ccc(F)cc1)N2Cc1ccccc1 (configuration not stated)	-2%	-25%
CCOC(=O)c1ccc(-c2ccc(/C=C(/C#N)C(=O)N3CCOCC3)o2)cc1	2%	-10%
O=C(O)CSc1cc(Cl)ccc1Cl	7%	-3%
O=C(CSc1nc2ccccc2c(=O)n1CCc1cccs1)N1CCCCC1	6%	-10%
O=C(Nc1oc2ccccc2c(=O)c1-c1ccc(Cl)cc1)c1cccs1	7%	1%
CCOc1ccc(CNC(=O)CCC(=O)N2CC(C)Sc3ccccc32)cc1 (configuration not stated)	8%	3%
O=C(Nc1c2c(nn1-c1ccc(Cl)cc1)CS(=O)(=O)C2)c1ccccc1F	-3%	14%
CCn1cc(C(=O)NCCc2ccc(OC)c(OC)c2)c(=O)c2cc(S(=O)(=O)N3CCC(C)CC3)ccc21	-23%	?
Nc1nccnc1C(=O)Nc1cccc(C#Cc2cccs2)c1	3%	-1%
CC(CNC(=O)c1ccc(C#N)cc1)N1CCCC1 (configuration not stated)	6%	-1%
COc1ccccc1CNC(=O)C1CCCN(S(=O)(=O)c2ccc3c(c2)CCCN3C(C)=O)C1 (configuration not stated)	4%	4%
CCOC(=O)c1ccc(NC(=O)c2c(NCc3sccc3C)sc3c2CCC(C)C3)cc1 (configuration not stated)	-6%	65%[activator]
Cc1ccc(CNC(=O)CCCc2nnc3n(C)c(=O)c4sccc4n23)cc1	3%	-11%
CCOC(=O)c1sc(NC(=O)c2nc3ncccn3n2)c(C(=O)OC)c1C	?	?
CCCN1C(=O)C(Cc2nc3ccccc3c(=O)n2-c2ccc(OC)cc2)c2cc(C)ccc21 (configuration not stated)	0%	-14%
CCC(=O)Nc1ccc(O)c(-c2nc3cc(CC)ccc3o2)c1	5%	2%
COc1cccc(NC(=O)Nc2ccc3c(c2)N(C)C(=O)c2ccccc2S3)c1	2%	-12%
COc1ccc(-c2noc(CSc3nc(N)cc(=O)[nH]3)n2)cc1OC	-11%	-2%
COc1nc(-c2ccc(C)cc2)ccc1-c1noc(-c2ccccc2Br)n1	-6%	13%
CC(C)N(C)S(=O)(=O)c1ccc(Cl)c(C(=O)NCc2ccnc(N3CCCC3)c2)c1	7%	0%
Cc1ccc(CN(C)C(=O)Cc2c[nH]c3ccccc23)cc1	-6%	-3%
Cc1ccc(NC(=O)Nc2cc3c(cc2N2CCCCC2)n(C)c(=O)n3C)cc1Cl	-13%	9%
COc1ccc(S(=O)(=O)NCc2cccn2Cc2cccc(C)c2)cc1	23%	12%
CN1CCN(c2ncc3c(n2)CCN(Cc2ccc(Br)s2)C3)CC1	-9%	52%[activator]

# (list continues)
canonical_smiles	UDG counterscr	AID inh
CCOc1ccc(CCNC(=O)CN2C(=O)c3cccnc3Oc3ccc(Cl)cc32)cc1	0%	8%
CCC(Sc1nccn1-c1cccc(F)c1)C(=O)Nc1cc(C)on1 (configuration not stated)	0%	-2%
Cc1ccccc1/C=N/Nc1ccc(S(=O)(=O)Nc2ccc(Cl)cc2)cc1[N+](=O)[O-]	-9%	-8%
O=C(c1cccs1)N1CCCc2cc(NS(=O)(=O)c3ccc(Br)cc3)ccc21	2%	-21%
O=C(NCCc1ccccc1)c1ccc2c(c1)N(Cc1ccc(F)cc1)C(=O)c1ccccc1S2(=O)=O	?	?
C#CCOc1ccc2ccccc2c1/C=C(\C#N)c1ccc(Cl)cc1	-16%	-12%
COc1ccc(-c2cc(-c3ccc(F)cc3)nc3c2COc2ccc(F)cc2-3)cc1	-10%	-8%
CCCCc1cc(=O)oc2c(C)c(OCC(=O)NCCN3CCOCC3)ccc12	0%	-19%
O=C(COC(=O)c1ccco1)c1ccc2c(c1)OCCCO2	5%	12%
N#CCSc1sc(=S)sc1SCC#N	-7%	21%
COc1ccccc1C(=O)N1CCC(c2noc(-c3ccc(S(=O)(=O)N4CCCC4)cc3)n2)CC1	-2%	-28%
CCOc1ccccc1NC(=O)c1cccc2c1C(=O)N(C1CCCCC1)C2	-14%	?
Cc1ccc(C(=O)NC(Nc2cccc(C(F)(F)F)c2)C(Cl)(Cl)Cl)cc1 (configuration not stated)	-8%	-15%
CCCCCC1CCC(c2ccc(OC(=O)c3ccco3)cc2)CC1 (configuration not stated)	-3%	-8%
COc1ccccc1CNc1nc(-c2ccc(CNC(C)=O)cc2)cs1	-4%	-15%
CCOc1ccc(NC(=O)CSc2nc3c(oc4ccccc43)c(=O)n2-c2ccccc2C)cc1	-14%	8%
N=C(N)C1CC1	-7%	-2%
COc1ccc(/C=C/C(=O)NC2CCCCCCCCCCC2)cc1	-3%	-4%
COc1cc(C(=O)NCc2nc3cccnc3n2Cc2ccc(C)cc2)cc(OC)c1OC	14%	25%
O=C(O)CC(NC(=O)c1ccc(-c2ccc(F)cc2)s1)C(=O)O (configuration not stated)	-1%	2%
CCC12CN3CC(C)(CN(C1)C3c1ccccc1C)C2=O (configuration not stated)	-5%	-29%
COc1ccc(CNC(=O)CN2C(=O)COc3ccc(S(=O)(=O)NC4CCCC4)cc32)cc1	-8%[57.5 µM]	9%
O=C(O)c1ccc2[nH]ccc2c1	-2%	12%
Cc1ccc(NC(=O)CSc2nc(=O)n(Cc3cccnc3)c3c2CCC3)cc1F	-16%	-18%
S=C(NCCCCc1ccccc1)Nc1cccc(Cl)c1Cl	-5%	-18%
O=[N+]([O-])c1cccc2ccc(/C=C/c3ccccc3OC(F)F)nc12	3%	-8%
Cc1ccc(C(=O)NCCCS(=O)(=O)Cc2ccccc2)cc1	-3%	-3%
CCc1ccc(N(C)S(=O)(=O)c2ccc3[nH]cc(C(=O)NCC4CCCO4)c(=O)c3c2)cc1 (configuration not stated)	-23%	-14%
O=C(CCc1ncc(-c2c(F)cccc2F)o1)NCC1(N2CCOCC2)CCCCC1	2%	-2%
Cc1ccc(C2CCN(C(=O)c3cnn(-c4ccccc4Cl)c3C3CCN(C(=O)OC(C)(C)C)CC3)C2)cc1 (configuration not stated)	?	?
CCOc1cc(C#N)c(NC(=O)c2ccc(OC)c(S(=O)(=O)N3CCCCC3)c2)cc1OCC	12%	5%
Cc1ccc(C)n1-c1nnc(N2CCC(C(=O)NCc3ccccc3Cl)CC2)s1	-8%	-6%
COc1cc(C(=O)NCc2nc(-c3ccc(Cl)cc3)no2)cc(OC)c1OC	0%	2%
C#CCN1CCN(C(=O)Nc2ccc(F)cc2)CC1	-5%	-3%
COC(=O)c1ccc(Cl)c(NC(=O)C2CCN(S(=O)(=O)Cc3ccccc3)CC2)c1	45%[activator]	18%
OCC1CCCN1Cc1ccccc1 (configuration not stated)	-5%	3%
COc1ccc(-c2c(C)c3ccc(O)c(CN4CCCC4)c3oc2=O)cc1	-2%	12%
Cc1cccc(S(=O)(=O)Nc2cccc(-c3ccc(N4CCCCC4)nn3)c2)c1	0%	5%
CC(C)Oc1ccc(/C=C(/C#N)c2ccc(Cl)cc2)cc1Cl	-8%	-3%
CCOc1ccccc1CNC(=O)c1cnc2sc(N3CCCC3)nn2c1=O	-11%	?
COc1ccc2cc(CNC(=O)c3nccnc3N)ccc2c1	-4%	-5%
CC(CNC(=O)c1nccnc1N)c1ccccc1 (configuration not stated)	-8%	-5%
CCc1nnc(NC(=O)Cn2ccc3c(Cl)cccc32)s1	1%	-14%
CCOc1ccc(Oc2ccc(NC(=O)C3=NN(C4CCS(=O)(=O)C4)C(=O)CC3)cc2)cc1 (configuration not stated)	2%	-1%
CCCCC(=O)Nc1cccc(N)c1	4%	6%
O=C1COc2ccc(-c3csc(Nc4ccccc4)n3)cc2N1	-7%	-6%
CC(C)NC(=O)C(C)n1cnc2c1c(=O)n(C)c(=O)n2C (configuration not stated)	4%	-3%
Clc1cccc(N2CCN(c3nc4ccccc4c4nc(-c5ccccc5)nn34)CC2)c1	?	-4%
C=C(C)CN(CC)C(=O)CCc1ccsc1	1%	-3%
O=C(c1cccs1)N(Cc1cccc(Br)c1)C1CC1	-4%	-13%
Cc1[nH]c(C(=O)NOCc2ccccc2)c(C)c1C(=O)OC(C)C	-9%	-1%
O=C(CSc1nc(-c2cccs2)nc2ccccc12)NCc1ccco1	0%	-6%
Cc1ccc2oc(=O)c(-c3nc4ccc(C)cc4[nH]3)cc2c1	6%	1%
CN(CCC#N)C(=O)CSc1nnc(-c2c[nH]c3ccccc23)o1	-21%	-15%
CCc1ccc(C(c2ccccc2)c2c[nH]c3ccc(C)cc23)s1 (configuration not stated)	-9%	280%[activator]

# Full records from above. Values in the order: UDG counterscr	AID inh
# Entry for CCOc1ccccc1CNC(=O)c1cnc2sc(N3CCCC3)nn2c1=O : -11%	?
# Entry for CCc1ccc(C(c2ccccc2)c2c[nH]c3ccc(C)cc23)s1 (configuration not stated) : -9%	280%[activator]
# Entry for Cc1cccc(C)c1NC(=O)CN(Cc1ccc(Br)cc1)S(=O)(=O)c1ccccc1 : -9%[57.5 µM]	16%[57.5 µM]

# Random excerpt: 2 entries already listed
canonical_smiles	UDG counterscr	AID inh
CCC(=O)Nc1ccc(O)c(-c2nc3cc(CC)ccc3o2)c1	5%	2%
Cc1cccc(C(=O)Nc2c(NCC3CCCCC3)c3ccccc3oc2=O)c1	-2%	2%

# Only part of the results is shown; rates above refer to the full screens.
